# HTR2A ag: activates the mouse 5-HT2A serotonin receptor; 360,000 compounds, 0.66% hits; activation, % at 7.6 µM; CHO-K1 mHTR2A beta-arrestin complementation, luminescence; percent of 30 µM serotonin response;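 active = activation above a run cutoff, the mean activation of all tested compounds plus 3 SD, cut at about 14% in these data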;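 note: 0% = plate median of compound wells and 100% = 30 µM serotonin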
# Target sequence (P35363 whole entry, looked up): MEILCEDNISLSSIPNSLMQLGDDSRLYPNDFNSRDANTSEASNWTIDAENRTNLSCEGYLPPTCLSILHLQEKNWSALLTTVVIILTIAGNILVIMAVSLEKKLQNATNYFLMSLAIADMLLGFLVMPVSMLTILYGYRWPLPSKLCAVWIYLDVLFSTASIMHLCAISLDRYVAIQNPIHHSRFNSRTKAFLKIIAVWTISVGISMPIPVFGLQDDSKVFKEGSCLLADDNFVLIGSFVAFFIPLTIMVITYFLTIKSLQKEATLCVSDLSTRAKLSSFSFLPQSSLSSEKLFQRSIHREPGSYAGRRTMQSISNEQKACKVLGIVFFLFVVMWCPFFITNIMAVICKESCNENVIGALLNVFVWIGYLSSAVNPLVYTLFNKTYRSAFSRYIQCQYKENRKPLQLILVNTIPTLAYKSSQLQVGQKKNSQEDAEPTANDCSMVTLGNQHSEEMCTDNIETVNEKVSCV
# ABCB6 inh MLPCN: blocks the human ABCB6 transporter | K562-ABCB6 porphyrin accumulation, flow cytometry, 1 h; stronger effect = lower value | fluorescence ratio to DMSO, % at 10 µM | 360,000 compounds, 0.19% hits;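 active = fluorescence ratio to DMSO below 75%, the collection mean minus 3 SD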;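 note: signal is porphyrin accumulated inside mitochondria; 100% equals median channel fluorescence of DMSO control wells; lower ratio means ABCB6 inhibition with less porphyrin fluorescence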
# Glyco luc inh: N-linked glycosylation inhibition; D54 ERlucT glycosylation luciferase reporter, 24 h; percent of 100 nM tunicamycin response; reporter increase, % at 12.5 µM; 360,000 compounds, 0.23% hits; AID 588692;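 active = mean luciferase reporter signal, scaled so untreated is 0 and the glycosylation-blocking control 100, at or above a set limit in every replicate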;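 note: luciferase carries N-glycosylation sites so blocking glycosylation raises the light; 0% = median of neutral control wells and 100% = median of 100 nM tunicamycin wells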
# Granule exo inh: lytic granule exocytosis inhibition | TALL-104 LAMP-1 surface exposure, flow cytometry; cells stimulated with thapsigargin and PMA | inhibition, % at 10 µM | 360,000 compounds, 0.66% hits;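 active = inhibition above about 55%, limit read from the data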
# MC4R ag barr: human MC4R agonism via beta-arrestin; U2OS MC4R beta-arrestin complementation, luminescence; percent of melanotan II response, DMSO zero; P32245; AID 540308; 360,000 compounds, 0.98% hits; activation, % at 8.9 µM;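 active = activation above a per-plate cutoff, the mean activation of sample wells on that plate plus 3 SD, cut at about 8% in these data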
# MC4R antag cAMP: human MC4R antagonism in cAMP assay. inhibition, % at 6.5 µM. P32245. AID 540295. MC4R-expressing cells, MTII-stimulated cAMP, LANCE TR-FRET. 360,000 compounds, 0.48% hits;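 active = inhibition above its plate's cutoff, the mean of tested wells on that plate plus 3 SD, cut at about 29% in these data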;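 note: 0% = Melanotan II alone and 100% = Melanotan II plus saturating MCL0020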
#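 Test system: U2OS cells stably expressing human melanocortin 4 receptor (MC4R); also added: Melanotan II challenge; compound: 6.5 µM single dose; timing: 30-min compound preincubation, 1-h Melanotan II challenge, 1-h detection, room temperature; signal: Eu-cAMP/anti-cAMP TR-FRET, emission 671 nm; repeats: one well per compound, no replicates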
# PDI turbidity: PDI (human) enzyme inhibition | P07237 | PDI insulin aggregation turbidity, A650, 90 min | inhibition, % at 10 µM | 350,000 compounds, 0.052% hits;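 active = mean inhibition across replicates of 30% or more, whatever share of single replicates reach that level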;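 note: absorbance from insulin aggregation driven by PDI reduction with DTT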
# Target sequence (P07237 whole entry, looked up): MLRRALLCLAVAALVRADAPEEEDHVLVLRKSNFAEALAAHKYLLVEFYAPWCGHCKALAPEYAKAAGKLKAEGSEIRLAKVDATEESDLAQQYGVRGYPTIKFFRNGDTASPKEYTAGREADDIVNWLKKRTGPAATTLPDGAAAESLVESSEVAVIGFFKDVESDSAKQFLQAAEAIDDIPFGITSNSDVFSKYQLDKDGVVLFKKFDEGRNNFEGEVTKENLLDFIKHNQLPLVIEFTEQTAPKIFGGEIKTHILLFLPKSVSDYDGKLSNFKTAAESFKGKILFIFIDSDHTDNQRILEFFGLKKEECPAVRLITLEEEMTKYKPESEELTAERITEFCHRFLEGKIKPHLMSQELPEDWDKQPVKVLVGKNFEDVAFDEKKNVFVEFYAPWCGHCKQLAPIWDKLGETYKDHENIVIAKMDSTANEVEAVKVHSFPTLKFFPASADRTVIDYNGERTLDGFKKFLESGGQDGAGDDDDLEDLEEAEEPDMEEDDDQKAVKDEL
# H9c2 protect: modulators protecting cardiomyocytes from myocardial damage; H9c2 cardiomyocytes, H2O2 injury protection, ATPLite, 2 h; protection from H2O2 cell death, % at 20 µM; 360,000 compounds, 0.63% hits; AID 588492;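 active = compounds giving at least 50% protection of heart cells from peroxide-induced death in the single-dose screen, raw or plate-pattern-corrected value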;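 note: 0% = DMSO wells with peroxide and 100% = DMSO wells without peroxide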
# ABHD5 PLIN5 PPI: blocks binding of human ABHD5 to perilipin-5. Q00G26+Q8WTS1. Split G. princeps luciferase complementation, luminescence, 4 h. inhibition, % at 4 µM. 360,000 compounds, 0.78% hits. AID 602281;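 active = inhibition above the mean inhibition across every tested compound plus 3 SD, cut at about 22% in these data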;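 note: 0% = DMSO only wells and the 100% control is not disclosed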
# CaV13 FRET inh: Disruptors of the CACNA1D IQ motif to Ca2+-dependent inactivation inhibitor domain association, primary screening, Förster resonance energy transfer in intact living …; HEK cells, CFP/YFP FRET ICDI-IQ, plate reader, 10 min; percent FRET-ratio fall versus neutral wells; inhibition, % at 12.3 µM; 340,000 compounds, 0.098% hits;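 active = mean replicate inhibition of at least 30% and at least 1% of replicates passing that level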;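 note: 0% = median of the neutral control wells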
# Numbers without * were called inactive; / = no result given.
SMILES,HTR2A ag,ABCB6 inh MLPCN,Glyco luc inh,Granule exo inh,MC4R ag barr,MC4R antag cAMP,PDI turbidity,H9c2 protect,ABHD5 PLIN5 PPI,CaV13 FRET inh
O=C1OCCN1C(=O)[C@H]1[C@H](c2ccc(F)cc2)C(c2ccc(F)cc2)=NN1c1ccc(Br)cc1,6,92,-1,-11,1.1,8,15,8,-1,/
N#CNC(=Nc1cccc(F)c1)SCc1cccc(F)c1,-4,94,0,0,3.2,-4,-10,-29,9,-4
CCOC1=C2CN(S(=O)(=O)c3ccc(C)cc3)[C@@H](c3ccccc3)C[C@H]2[C@H]2C(=O)N(c3ccccc3)C(=O)[C@H]2C1,5,102,-2,1,/,/,/,0,6,-6
Cc1ccc(C)c(N2CCN(C(=O)Cc3ccc(-n4c(=O)[nH]c5ccsc5c4=O)cc3)CC2)c1,-1,82,1,-2,-1.2,1,6,3,3,-6
CC(=O)c1c(C)[nH]c(C(=O)OCC(=O)NCCc2ccc(Cl)cc2)c1C,1,94,0,-4,-1.9,1,4,-9,1,/
COc1ccc(CN(C(=O)CSc2nnc(-c3c[nH]c4ccccc34)o2)c2ccc(F)cc2)cc1OC,-1,100,-7,1,0.0,27,11,36,10,-5
COc1ccc(Cl)cc1NC(=O)C1CCN(S(C)(=O)=O)CC1,3,93,2,-4,0.1,4,24,-3,2,-6
CCCn1c(SCC(=O)N(C)C2CCS(=O)(=O)C2)nc2sc3c(c2c1=O)CCC3 (centres undefined),1,100,-1,-4,-0.3,-5,-5,2,-10,-3
O=C(COC(=O)c1ccc[nH]c1=O)NCC12CC3CC(CC(C3)C1)C2,1,94,0,4,-2.1,1,-2,9,0,-2
CCOCCCn1c(SCC(=O)Nc2cccc(OC)c2)nc2ccccc2c1=O,8,92,-1,-5,2.6,26,-2,14,-3,-3
CC1=C(C(=O)N(C)C)CC(CC(=O)NCCc2ccccn2)C(=O)N1Cc1ccc(C(C)(C)C)cc1 (centres undefined),4,89,-1,1,0.0,1,1,6,1,-4
CC1CC(C)CN(c2cc3c(cc2[N+](=O)[O-])C(=O)N(c2ccccc2)C3=O)C1 (centres undefined),0,94,0,-1,-2.6,0,-5,-3,1,-14
CCC(=O)c1ccc(OCCN2CCOCC2)cc1,2,86,-1,-1,0.2,-3,-10,-1,7,-5
N=C(N)SCc1ccccc1Cl,-5,102,8,-1,0.3,12,2,-9,8,-6
CCN(c1ccccc1)S(=O)(=O)c1ccc(Cl)c(NC(=O)CSc2nc(N)cc(=O)[nH]2)c1,0,97,-2,-6,-0.3,9,-3,-5,-3,-3
COc1ccc(NC(=O)CN2C(=O)N(C)Cc3ccccc32)c(C)c1,0,98,2,-1,0.7,-3,6,7,-2,6
COc1ccc(NC(=O)c2cc(S(=O)(=O)N3CCCC3)oc2C)cc1,3,93,1,4,-1.9,-3,-1,8,-11,-4
CCn1c(SCC(=O)N2CCC(C(N)=O)(N3CCCCC3)CC2)nnc1-c1ccccc1,7,97,1,-1,-0.8,2,-3,-5,0,-6
Cn1c(=O)c2c(nc(SCc3ccc(C(=O)O)cc3)n2C)n(C)c1=O,3,102,2,-5,-0.6,6,13,5,-1,-20
COc1ccc(C(c2c[nH]c3ccccc23)c2c[nH]c3ccccc23)cc1O,3,109,0,14,2.5,3,1,4,2,-17
N#Cc1cccnc1N1CCN(C(=O)c2ccccc2)CC1,3,95,1,6,-0.7,0,2,5,9,-4
C/C=C(/C)C(=O)O[C@@H]1Cc2c(ccc3ccc(=O)oc23)OC1(C)C,-1,97,0,3,1.0,2,-2,0,2,-4
Cc1cc(Br)ccc1OCC(=O)N(Cc1nc(-c2ccccc2)no1)C(C)C,-4,94,-2,-2,-0.1,12,1,-9,-5,-2
CN1CC2([N+](=O)[O-])CC=C(Oc3ccccc3)C([N+](=O)[O-])(C1)C2 (centres undefined),1,98,-1,-5,0.1,2,-2,3,-7,-5
CCN(CCO)C(=S)Nc1cc(S(=O)(=O)N(C)C)ccc1C,-1,95,-1,-4,-1.9,25,-2,7,-1,6
COc1ccc([N+](=O)[O-])cc1NC(=O)C1C2C=CC(C2)C1C(=O)O (centres undefined),2,94,3,2,-1.4,-2,-2,3,0,-4
COc1ccc(N2CCN(CCNC(=O)C3CC(=O)N(C4CCCC4)C3)CC2)cc1 (centres undefined),-3,112,1,2,-0.8,-1,1,5,-1,-9
Cc1cc(C(=O)COC(=O)c2ccc(N)cc2)c(C)n1-c1c(C)n(C)n(-c2ccccc2)c1=O,3,122,-3,-2,-3.4,-4,-8,1,-3,-9
O=C1CC(Nc2ccccc2)C(=O)N1Cc1ccccc1 (centres undefined),-1,92,2,-1,-0.7,12,-3,-10,3,-4
CC(C)Cn1c(N)c(C(=O)COC(=O)c2ccc(F)cc2)c(=O)n(C)c1=O,2,100,2,-1,-0.8,13,-5,-8,2,-5
COc1cc(C(=O)NNC(=S)NCc2ccco2)cc(OC)c1OC,-1,97,1,6,-1.2,5,-1,9,-8,-4
Cc1ccc(CNC(=O)C(=O)NCCC2CCCCN2S(=O)(=O)c2cccs2)cc1 (centres undefined),8,104,-5,-2,1.1,-7,-7,-7,7,-7
CCCCOCCCNC(=O)/C=C/c1ccccc1Cl,-2,98,0,-3,-1.1,3,1,-12,-3,/
COc1ccc(NS(=O)(=O)c2ccc(NS(=O)(=O)c3cccs3)cc2)cc1,1,93,-1,4,-0.9,16,-2,8,-1,-3
CCc1c(C)sc(NC(=O)c2noc(C)c2[N+](=O)[O-])c1C#N,1,107,1,1,-3.0,1,-7,2,-5,-3
Cc1ccc(CC2SC(=O)NC2=O)cc1Cl (centres undefined),-3,91,0,-8,-0.1,4,5,-5,-4,-3
COc1ccc([N+](=O)[O-])cc1NC(=O)C(C)N(C)Cc1cccc(OC)c1OC (centres undefined),-6,101,-2,2,-1.7,6,-10,-13,-5,-3
CC(Sc1nnc(-c2ccco2)o1)C(=O)Nc1ccc(OC(F)F)cc1 (centres undefined),-3,97,2,2,-1.7,-2,0,-1,-1,-2
COc1ccc(N2CCN(C(=O)c3ccc(OCc4c(C)noc4C)c(OC)c3)CC2)cc1,6,93,0,2,-2.5,-2,-5,-4,0,-2
COc1cc(OC)c(OC)cc1/C=N/NC(=O)c1ccc(=O)n(C)c1,-3,99,-1,-1,-1.0,-20,4,7,2,-4
O=C(NCCN1CCCCC1)Nc1ccc(F)cc1,0,98,1,2,-0.5,-2,-21,7,0,-19
O=C(Nc1ccc(S(=O)(=O)Nc2nccs2)cc1)C(F)(F)F,-2,99,2,0,-2.6,11,-5,6,4,-5
CC1CN(S(=O)(=O)c2cccc(C(=O)Nc3ccccc3N3CCOCC3)c2)CC(C)O1 (centres undefined),1,101,-2,-4,0.5,14,0,4,4,-5
CC(C(=O)O)c1n[nH]c(=O)c2ccccc12 (centres undefined),2,99,-1,-2,0.0,4,11,49,-1,-7
CCN(CCn1cccn1)C(=O)CC1C(=O)NCCN1Cc1ccc(OC)c(OC)c1 (centres undefined),7,111,0,11,-1.4,-1,-2,-6,0,3
Cc1ccc(S(=O)(=O)N2CCN(C(=O)[C@H](Cc3ccccc3)NC(=O)c3ccco3)CC2)cc1C,-5,99,1,-1,-1.9,12,-8,-1,9,-6
O=C(NC1CCN(C(=O)NC2CCCCC2)CC1)c1ccco1,-5,95,1,-3,-1.1,2,0,-6,-2,-4
CN(C)C(=O)CCc1ccc2c3c([nH]c2c1)[C@]1(C)[C@@H](C(=O)N2CCCCC2)C[C@H](CC(=O)NCc2cccc(C(F)(F)F)c2)C(=O)N1CC3,-1,106,1,-3,2.3,7,-2,5,6,-6

# Profiles from above:
# O=C(Nc1ccc(S(=O)(=O)Nc2nccs2)cc1)C(F)(F)F in the list: HTR2A ag: -2; ABCB6 inh MLPCN: 99; Glyco luc inh: 2; Granule exo inh: 0; MC4R ag barr: -2.6; MC4R antag cAMP: 11; PDI turbidity: -5; H9c2 protect: 6; ABHD5 PLIN5 PPI: 4; CaV13 FRET inh: -5
# COc1ccc([N+](=O)[O-])cc1NC(=O)C(C)N(C)Cc1cccc(OC)c1OC (centres undefined) in the list: HTR2A ag: -6; ABCB6 inh MLPCN: 101; Glyco luc inh: -2; Granule exo inh: 2; MC4R ag barr: -1.7; MC4R antag cAMP: 6; PDI turbidity: -10; H9c2 protect: -13; ABHD5 PLIN5 PPI: -5; CaV13 FRET inh: -3

# (listing goes on)
SMILES,HTR2A ag,ABCB6 inh MLPCN,Glyco luc inh,Granule exo inh,MC4R ag barr,MC4R antag cAMP,PDI turbidity,H9c2 protect,ABHD5 PLIN5 PPI,CaV13 FRET inh
COc1ccc(C(=O)O)cc1S(=O)(=O)N(C)C,1,97,4,2,0.0,5,5,5,-7,-4
CCc1cccc(NC(=O)c2cnn(-c3ccccc3)c2C)c1,-2,101,-10,15,-1.0,-2,-4,-6,2,-3
Cc1ccccc1C(=O)Nc1ccccc1C(=O)NC1CC1,3,102,2,-4,0.7,5,4,-3,2,-5
CC(=O)C1=C(O)C(=O)N(CC(=O)O)C1c1ccccc1Cl (centres undefined),0,103,1,-1,0.7,6,/,0,-1,/
Nc1ccc(C(=O)N/N=C2\CCCc3c2[nH]c2ccccc32)cc1,-7,93,5,1,-2.1,0,-16,3,-3,-4
CCNC(=O)N(C)C[C@H]1N[C@@](Cc2ccccc2)(C(=O)OC)[C@H]2C(=O)N(C)C(=O)[C@@H]12,0,98,0,2,-0.9,8,23,2,6,-5
COCCN(C(=O)CN1CCc2ccccc21)c1c(N)n(Cc2ccccc2)c(=O)[nH]c1=O,-3,111,3,-12,1.7,5,3,1,5,-6
Cc1nn(-c2ccccc2)c(N2CCCCC2)c1/C=N/O,-3,100,0,-4,0.3,4,-4,-3,-6,-8
CCN1C(=NCCc2cccnc2)N[C@@H](c2ccccc2)[C@H](C(=O)OC)[C@H]1C,5,98,1,0,0.2,-4,3,-4,6,/
CCOC(=O)[C@]12CCCC=C1N(CCC1=CCCCC1)C(=O)[C@H](CC(=O)NCc1cccc(C(F)(F)F)c1)C2,0,/,/,-8,/,/,/,/,7,-14
CC(=O)c1ccc(OCC(=O)N(C)C2CCS(=O)(=O)C2)cc1 (centres undefined),18*,96,1,18,-1.6,7,-3,8,-9,-12
CCC(C)(C)n1nnnc1C(c1cccnc1)N1CCN(c2cccc(C(F)(F)F)c2)CC1 (centres undefined),-9,101,-4,21,1.4,6,3,-9,7,-5
Cc1ccc(NC(=O)c2ccc(-c3nn(C)c(=O)c4ccccc34)cc2)c(C)c1,-1,102,2,8,-1.9,5,4,4,2,-5
Cc1cc2nnc(SCC(=O)OC(C)C)n2c2ccccc12,-2,92,-1,0,0.8,5,-11,34,0,-5
CCCCOC(=O)C(C)Nc1n[nH]c(=O)[nH]c1=O (centres undefined),1,98,-2,0,-1.2,-1,-2,-2,-1,/
CCSc1nc(=S)cc(C)[nH]1,2,91,-1,-5,-1.9,1,-2,-5,-13,-3
COCC1CCN(C(=O)c2cc(COc3ccc(F)cc3F)on2)C1 (centres undefined),-6,96,-2,-2,-1.1,2,-1,-6,-3,-14
COc1ccc(CNC(=O)COC(=O)c2cc(S(=O)(=O)N3CCOCC3)ccc2O)cc1OC,0,102,-2,7,-1.1,7,-1,-1,4,-4
